Screens as filed in PubChem.
CRFBP-R2 block = antagonists of CRF-binding protein/CRF-R2 receptor complex; HEK293 CRF-R2/CRF-BP, CRF-induced calcium fluorescence; 350,000 tested, 0.59% active; AID 588475; inhibition, % at 11.8 µM;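 active means inhibition of the ligand-induced calcium signal above about 50% at the single tested concentration, limit read from the data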
TAAR1 ag = human TAAR1 agonism; CHO RD-HGA16 TAAR1, Fluo-8 calcium fluorescence; vehicle wells 0%, saturating PEA agonist 100%; activation, % at 3 µM; 360,000 tested, 0.99% active; Q96RJ0;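 active means activation above the mean activation of all test compounds in the run plus 3 SD, cut at about 38% in these data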
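System: CHO-derived RD-HGA16 cells with stable Gα16 and human TAAR1. Times: 17-24 h plating, Fluo-8 75 min 37 °C, 30 min RT. Measured by: calcium-sensitive Fluo-8 signal, excitation 470-495, emission 515-575 nm. Read-out basis: % activation relative to PEA EC100 response. Control set: DMSO and PEA EC100. Repeats: no replicates (n 1).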
M5 antag = blocks acetylcholine activation of human M5 receptor. P08912. AID 624040. inhibition, % at 3 µM. CHO-hM5 cells, Fluo-8 calcium fluorescence, ACh EC80. 360,000 tested, 0.59% active;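 active means inhibition above a per-plate cutoff, the mean of that plate's test compounds plus 3 SD, cut at about 27% in these data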;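 further: 0% = acetylcholine EC80 with DMSO and 100% = DMSO without agonist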
Target sequence (P08912 whole entry, looked up): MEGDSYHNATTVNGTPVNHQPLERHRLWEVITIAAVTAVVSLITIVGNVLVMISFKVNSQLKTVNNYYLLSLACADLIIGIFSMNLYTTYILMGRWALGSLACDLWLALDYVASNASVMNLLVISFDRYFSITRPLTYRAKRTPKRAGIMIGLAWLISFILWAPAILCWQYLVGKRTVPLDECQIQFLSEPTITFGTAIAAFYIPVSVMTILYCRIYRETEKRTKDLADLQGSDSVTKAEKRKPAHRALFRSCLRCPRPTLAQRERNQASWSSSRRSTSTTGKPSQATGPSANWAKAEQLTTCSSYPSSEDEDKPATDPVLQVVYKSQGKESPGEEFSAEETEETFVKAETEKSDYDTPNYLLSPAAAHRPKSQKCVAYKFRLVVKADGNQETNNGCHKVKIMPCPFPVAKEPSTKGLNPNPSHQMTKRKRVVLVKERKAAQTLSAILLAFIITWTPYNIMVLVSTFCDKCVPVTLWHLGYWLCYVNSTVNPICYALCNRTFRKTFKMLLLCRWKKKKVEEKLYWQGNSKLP
CHRM5 PAM = positive allosteric modulators of human muscarinic M5 receptor; P08912; CHO-K1 hM5, Fluo-8 calcium, ACh EC20 PAM; 0% = ACh EC20, 100% = ACh EC100; 360,000 tested, 0.3% active; AID 624038; activation, % at 3 µM;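 active means activation above the run cutoff, the mean activation of all test compounds plus 3 SD, cut at about 18% in these data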
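system = human M5 receptor in CHO-K1 cells | compound = one concentration, 3 µM final (nominal) | schedule = Post-acetylcholine fluorescence recording 140 s | signal = Fluo-8 calcium dye fluorescence, kinetic read | benchmarks = low control EC20 acetylcholine (0%), high control EC100 acetylcholine (100%) | repeats = singlicate, one well per test compound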
CRFR2-BP ag = CRF-BP/CRF-R2 complex agonism; AID 588473; HEK293 CRF-R2/CRF-BP, calcium dye fluorescence (FLIPR); percent of saturating CRF peptide response; activation, % at 13.2 µM; 350,000 tested, 0.46% active;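 active means activation of at least 50%, plus an integration ratio under a set limit after plate pattern correction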;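 further: plate controls were neutral control wells without compound for no effect and CRF at EC100 for full effect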
TAAR1 antag = antagonists of human TAAR1 | Q96RJ0 | CHO RD-HGA16 TAAR1, Fluo-8 calcium fluorescence, antagonist | inhibition, % at 3 µM | 360,000 tested, 1.5% active | AID 624466;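 active means inhibition above a per-plate cutoff, the mean inhibition of test compounds on that plate plus 3 SD, cut at about 49% in these data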;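 further: 0% = DMSO plus EC80 beta-PEA response and 100% = DMSO alone without agonist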
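Test system: hTAAR1-expressing CHO RD-HGA16 cells, Gα16-coupled; Probe or stimulus: EC80 β-phenethylamine stimulus; Compound dosing: single nominal final test compound concentration of 3 µM; Timing: 140 s kinetic read after compound, 140 s after agonist; Signal: Fluo-8 calcium-sensitive fluorescence; Measure: % inhibition of agonist calcium response; Controls: DMSO and EC80 PEA controls.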
M5 ag = CHRM5 agonism in calcium assay. 360,000 tested, 0.19% active. AID 624037. activation, % at 3 µM. P08912. CHO-K1 hM5 cells, Fluo-8 calcium fluorescence; 0% DMSO wells, 100% maximal acetylcholine response;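 active means activation above the run's mean over test compounds plus 3 SD, cut at about 23% in these data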;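 further: signal is peak over basal fluorescence ratio across the kinetic read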
CHRM4 PAM = CHRM4 positive allosteric modulation | CHO-K1 hM4/Gqi5, Fluo-8 calcium fluorescence, ACh EC20; 0% = ACh EC20, 100% = maximal ACh | P08173 | 360,000 tested, 0.4% active | activation, % at 3 µM;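 active means activation above its plate's cutoff, the mean activation of sample wells plus 3 SD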; further: some results filed as inactive read as strong as hits
Target sequence (P08173 whole entry, looked up): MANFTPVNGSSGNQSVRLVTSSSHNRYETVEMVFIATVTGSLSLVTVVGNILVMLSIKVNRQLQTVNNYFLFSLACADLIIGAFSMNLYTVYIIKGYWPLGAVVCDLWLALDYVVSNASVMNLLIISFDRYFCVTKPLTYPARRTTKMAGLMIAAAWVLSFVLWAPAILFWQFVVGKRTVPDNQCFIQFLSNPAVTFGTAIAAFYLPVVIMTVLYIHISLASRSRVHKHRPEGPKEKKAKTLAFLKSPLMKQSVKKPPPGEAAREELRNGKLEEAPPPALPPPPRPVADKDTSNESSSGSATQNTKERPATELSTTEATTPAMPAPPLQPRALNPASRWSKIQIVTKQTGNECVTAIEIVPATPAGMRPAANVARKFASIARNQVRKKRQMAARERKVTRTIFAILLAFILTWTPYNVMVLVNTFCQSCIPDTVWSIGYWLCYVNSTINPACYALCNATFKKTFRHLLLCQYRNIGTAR
M1 PAM parental = counter-screen for M1 PAMs: effect in parental CHO-K1 cells; ATP EC20, Fluo-8 calcium fluorescence; 0% at ATP EC20, 100% at ATP max; activation, % at 3 µM; 360,000 tested, 0.02% active;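 active means activation above the run cutoff, the mean activation of all test compounds plus 3 SD, cut at about 40% in these data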;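 further: peak over basal fluorescence ratio in a 140 s read after ATP addition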
* marks the source's active call; other numbers are inactive results; . = not tested or not shown.

Values run as follows: M5 ag	CRFBP-R2 block	TAAR1 ag	CHRM5 PAM	TAAR1 antag	CRFR2-BP ag	M5 antag	M1 PAM parental	CHRM4 PAM
1: CN(C(=O)c1ccc(NC(=O)C2CCCN(C(=O)OC(C)(C)C)C2)cc1)C1CCC1 (centres undefined)
 : 5	-1	6	-6	15	-2.4	19	-6	-5
2: CC(=O)N(C)c1ccc(NC(=S)NCC(C)C)cc1
 : 0	-4	1	5	13	1.5	4	19	1
3: CN(C)c1ccc(CNC23CN4CN(CN(C4)C2)C3)cc1
 : 2	-2	11	-5	-6	-0.4	2	-4	0
4: COc1ccc(NC(=O)c2sc(N3CCOCC3)nc2-c2ccccc2)c(OC)c1
 : 1	33	-1	0	-50	-2.0	3	45*	1
5: Cc1noc(C)c1S(=O)(=O)N1CCC(C(=O)N2CCN(c3ccc(Cl)cc3)CC2)CC1
 : 2	58*	4	-11	12	-0.4	0	0	-2
6: COc1cc2cc(C(=O)N/N=C/c3ccccc3Cl)[nH]c2cc1OC
 : -3	-20	4	-11	12	-6.4	10	-10	-9
7: Cc1occc1C(=O)NC(C)CCc1ccccc1 (centres undefined)
 : -1	-30	-3	3	0	-3.5	-1	-1	-1
8: COc1cc2c(C#CCCCO)c(-c3ccc(C#N)cc3)oc(=O)c2cc1OC
 : 1	-2	6	5	-8	-0.9	7	-8	6
9: O=S(=O)(c1cccc(COc2ccc(Cl)cc2Cl)c1)N1CCOCC1
 : -2	-5	0	0	4	3.6	15	11	2
10: COc1ccc(S(=O)(=O)N2CCC(C(=O)Nc3nnc(C)s3)CC2)cc1OC
 : 6	6	-1	3	-54	-2.4	-1	21	6
11: O=C(CN1CCN(c2ccc(O)cc2)CC1)Nc1ccc2c(c1)OCCO2
 : -1	11	0	-2	-6	-0.1	4	12	5
12: COc1ccc(NC(=O)/C(C#N)=C\c2cc(OC)c(OCc3ccc(C(=O)O)cc3)cc2Br)cc1
 : -1	-30	8	-3	-2	-2.0	1	-13	-1
13: COc1ccc(N2CCN(C(CNS(C)(=O)=O)c3ccco3)CC2)cc1 (centres undefined)
 : -1	-3	7	7	6	-1.2	-6	10	2
14: CCC(C)CCN1CCN=C1Nc1ccccc1 (centres undefined)
 : -5	10	1	0	2	-2.3	15	0	-3
15: O=C(Cn1c(O)c(/C=C2\C=Nc3ccccc32)sc1=O)Nc1ccc2c(c1)OCO2
 : 1	6	1	2	-14	1.4	-1	6	0
16: Cc1ccc(CN2CCNC(=O)C2CC(=O)N(Cc2c(C)nn(C)c2C)C2CC2)o1 (centres undefined)
 : 0	22	10	8	8	1.8	-21	17	-5
17: COc1cccc(CNC(=O)c2cc3oc4ccccc4c3n2C)c1OC
 : 0	-1	3	-2	5	2.9	1	-3	-5
18: CCOC(=O)c1c(NC(=O)c2cc3n(n2)C(C(F)(F)F)CC(c2ccccc2)N3)sc(C)c1C (centres undefined)
 : -1	-6	1	1	4	1.3	0	19	-10
19: Cc1cccc(OCC(=O)NCC(c2cccs2)N2CCOCC2)c1 (centres undefined)
 : 2	0	0	1	0	0.8	0	-13	-5
20: O=C(OCc1nc2scc(-c3ccccc3)c2c(=O)[nH]1)c1ccco1
 : 1	0	5	-6	24	-0.6	8	9	-2
21: CC(C)CN(C(=O)CSc1n[nH]c(-c2cccs2)n1)C1CCS(=O)(=O)C1 (centres undefined)
 : -1	4	6	5	5	0.6	12	21	3
22: O=C(Nc1cc(C(F)(F)F)ccc1N1CCOCC1)c1cccc(F)c1
 : 0	-2	10	-3	-15	1.0	-1	-4	3
23: CCCCN1C(=O)c2ccc(C(=O)Nc3ccc(C)c(S(=O)(=O)N(C)C)c3)cc2C1=O
 : 6	-47	12	-10	68*	1.7	-4	22	-16
24: Cc1cc(NC(=O)c2ccc(C#N)cc2)on1
 : -1	-12	0	1	-2	-0.4	-1	11	-2
25: O=C(Nc1ccccc1)c1ccc(NCCN2C(=O)CCC2=O)c([N+](=O)[O-])c1
 : 1	-11	2	4	19	0.5	0	12	-3
26: COCCSc1nnc(NC(=O)C2CCN(C(=O)c3ccco3)CC2)s1
 : 0	16	1	0	-16	-1.4	-8	-9	1
27: CCOC(=O)C(NC(=O)CC)(Nc1ccc(S(=O)(=O)Nc2onc(C)c2C)cc1)C(F)(F)F (centres undefined)
 : -5	-2	1	8	-12	0.0	-1	-1	10
28: O=C(CNC(=S)N(Cc1ccccc1)Cc1ccccc1F)NCCc1ccccc1
 : 0	2	0	-12	1	3.4	16	7	-8
29: COc1ccc(C2=NOC(Cn3nc(C(=O)NCc4cccc(Br)c4)cc3-c3ccccc3)C2)cc1 (centres undefined)
 : 5	13	12	3	57*	3.1	-4	12	0
30: Cc1ccc(C(=O)NNc2c3ccccc3nc3ccccc23)cc1
 : -5	5	0	-2	10	0.0	6	12	0

Three of these compounds, reformatted.
nr | mol | M5 ag | CRFBP-R2 block | TAAR1 ag | CHRM5 PAM | TAAR1 antag | CRFR2-BP ag | M5 antag | M1 PAM parental | CHRM4 PAM
19 | Cc1cccc(OCC(=O)NCC(c2cccs2)N2CCOCC2)c1 (centres undefined) | 2 | 0 | 0 | 1 | 0 | 0.8 | 0 | -13 | -5
12 | COc1ccc(NC(=O)/C(C#N)=C\c2cc(OC)c(OCc3ccc(C(=O)O)cc3)cc2Br)cc1 | -1 | -30 | 8 | -3 | -2 | -2.0 | 1 | -13 | -1
26 | COCCSc1nnc(NC(=O)C2CCN(C(=O)c3ccco3)CC2)s1 | 0 | 16 | 1 | 0 | -16 | -1.4 | -8 | -9 | 1

Profiles from above:
`Cc1noc(C)c1S(=O)(=O)N1CCC(C(=O)N2CCN(c3ccc(Cl)cc3)CC2)CC1` is listed with M5 ag: 2; CRFBP-R2 block: 58*; TAAR1 ag: 4; CHRM5 PAM: -11; TAAR1 antag: 12; CRFR2-BP ag: -0.4; M5 antag: 0; M1 PAM parental: 0; CHRM4 PAM: -2
`COc1ccc(C2=NOC(Cn3nc(C(=O)NCc4cccc(Br)c4)cc3-c3ccccc3)C2)cc1` (centres undefined) is listed with M5 ag: 5; CRFBP-R2 block: 13; TAAR1 ag: 12; CHRM5 PAM: 3; TAAR1 antag: 57*; CRFR2-BP ag: 3.1; M5 antag: -4; M1 PAM parental: 12; CHRM4 PAM: 0
`CCOC(=O)C(NC(=O)CC)(Nc1ccc(S(=O)(=O)Nc2onc(C)c2C)cc1)C(F)(F)F` (centres undefined) is listed with M5 ag: -5; CRFBP-R2 block: -2; TAAR1 ag: 1; CHRM5 PAM: 8; TAAR1 antag: -12; CRFR2-BP ag: 0.0; M5 antag: -1; M1 PAM parental: -1; CHRM4 PAM: 10

The list goes on:
Values run as follows: M5 ag	CRFBP-R2 block	TAAR1 ag	CHRM5 PAM	TAAR1 antag	CRFR2-BP ag	M5 antag	M1 PAM parental	CHRM4 PAM
31: COc1ccc(-c2c(-c3ccc(OC)nc3)c3ccccc3n2C)cc1
 : -1	10	6	-7	33	-1.1	2	-4	2
32: Cc1ccc(Sc2cnc(N)nc2C)cc1
 : 0	11	-1	-18	0	-0.1	16	7	-10
33: Cc1ccc(S(=O)(=O)NC(CC(C)C)C(=O)NCC(C)(C)N2CCOCC2)cc1 (centres undefined)
 : -2	4	1	3	-7	-1.6	-4	-19	-4
34: O=C(c1ccc2c(=O)n(CC3CCCO3)c(=S)[nH]c2c1)N1CCN(c2ccccc2)CC1 (centres undefined)
 : 0	18	6	-1	-10	-0.3	-1	3	4
35: Cc1occc1-c1nnc(SCC(=O)N(C)C)o1
 : 4	10	4	1	17	1.6	-2	-1	1
36: CCC(C)NS(=O)(=O)c1ccc(-c2csnn2)s1 (centres undefined)
 : -3	13	0	-1	-9	-1.6	8	7	2
37: O=C(Cc1ccc(F)cc1)N1CCC(N2CCC(C(=O)N3CCOCC3)CC2)CC1
 : -3	3	1	5	-2	-0.5	0	16	-2
38: Cn1c2nc(=O)[nH]c(=O)c-2cc2ccccc21
 : -2	-3	1	-1	5	-2.7	9	8	0
39: NC(=O)c1cc(S(=O)(=O)Nc2cccc(Cl)c2)cs1
 : -1	-6	5	-2	-6	-1.4	2	9	2
40: CCC(C)(C)n1nnnc1C(c1cccs1)N1CCc2ccccc21 (centres undefined)
 : -7	11	0	-5	-12	-0.3	-3	2	-7
41: CCOc1ccc(NC(=O)COC(=O)Cc2ccc(S(=O)(=O)N3CCOCC3)s2)cc1
 : 4	23	5	-3	20	0.2	2	5	-6
42: CCCCS/C(=C(/C#N)C(N)=O)c1cc2c([nH]1)CCCC2
 : -7	-7	17	-16	-1	-1.2	7	8	-29
43: CCc1ccc(OC2(C)CCN(Cc3ccccc3OC(F)F)C2)cc1 (centres undefined)
 : 0	.	4	-2	-11	.	9	-1	-4
44: Cc1ccc2c(Cl)cc(Cl)c(OCC(=O)N3CCOCC3)c2n1
 : 1	4	3	2	-14	0.6	4	20	8
45: Clc1ccc(CSc2nnnn2-c2ccc3c(c2)OCO3)c(Cl)c1
 : -3	9	5	-11	24	6.8	-2	9	-1
46: Cn1nnnc1SCc1c(F)cccc1F
 : -6	6	6	3	2	-1.6	0	14	1
47: C=CCn1c(SCC(=O)c2cc(C)n(CCOC)c2C)nc2sc(C)c(C)c2c1=O
 : 0	6	5	-16	43	-1.2	11	4	-10
48: O=[N+]([O-])c1cc(CSC2=NCCN2)ccc1O
 : -1	13	1	2	-19	-0.7	11	-8	-2
49: CN(C)C(CNc1ccc(C(F)(F)F)cc1[N+](=O)[O-])c1ccccc1 (centres undefined)
 : -8	1	2	-7	-3	0.6	6	28	-5
50: O=C(C[n+]1ccc(C(=O)N/N=C/c2ccc(OCc3ccccc3)cc2)cc1)c1ccccc1
 : 1	3	0	-5	14	-1.1	4	8	-9
51: COc1ccc(C(=O)/C=C(\C)Nc2ccc(NC(C)=O)cc2)cc1
 : 2	-4	6	-5	-18	2.0	0	-3	7
52: CN(C)CCN(C(=O)c1ccc2c(c1)CCCC2)c1nc2c(F)cccc2s1
 : -6	-17	-2	2	-11	3.0	-12	24	0
53: O=C(CC1C(=O)NCCN1Cc1cccc(F)c1)NCCCCCN1CCOCC1 (centres undefined)
 : -5	1	3	-4	-20	1.9	8	15	9
54: O=c1[nH]c2ccccc2n2cnnc12
 : 4	4	13	-10	-16	-1.8	4	9	-5
55: CCc1ccccc1NC(=O)CSc1nnc(C2CC2)n1CC1CCCO1 (centres undefined)
 : -2	-12	-1	1	5	1.1	-5	4	5
56: CCCc1nn2c(=O)cc(O)nc2s1
 : -3	-8	0	-2	-2	-0.6	0	5	7
57: O=C(Nc1ccc(NC(=O)c2ccccc2Cl)cc1)c1cccnc1
 : 0	0	-1	-3	3	-0.2	3	9	2
